Screening results as filed in PubChem BioAssay.
LDHA block = blocks human lactate dehydrogenase A; activity change, % (values are at about 110 or 230 µM); AID 1347041; hit rate 0.15% among 480,000; purified LDHA, NADH/diaphorase-resazurin fluorescence; hits give low values; P00338; in the data active = activity change below about -30%; inconclusive = mostly about -25% to -30%;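 also: plate controls were DMSO wells for no effect and wells without enzyme for full effect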
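LDH5 2 nM; NADH 0.06 mM, pyruvate 0.2 mM; 200 mM Tris pH 7.4, EDTA, Tween-20; 5 min RT. Detection: diaphorase 0.133 mg/mL + resazurin 37 µM, fluorescence ex540/em590 at 0 and 20 min; normalized to enzyme-free and DMSO wells.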
* = called active by the depositor. An excerpt; rates above refer to the full screens.

For Cc1nsc(N)c1C(=O)N(C)CCOc1ccccc1Cl the results were LDHA block -1.
Screening c1coc(CCNc2ncnc3ccc(-c4ccc5c(c4)OCO5)cc23)c1 returned LDHA block 7.
COc1ccc(-c2nc(-c3cccs3)sc2-c2ccc(OC)cc2)cc1 was read as LDHA block 0.
`Cc1ccccc1C(=O)NCCc1cccnc1` gave LDHA block -1.
`O=C(O)CC(NC(=O)c1ccccc1F)c1ccc(OC2CCCC2)cc1` (stereo not drawn) gave LDHA block -19.
Screening O=C(COC(=O)c1cc2ccccc2oc1=O)c1ccccc1 returned LDHA block 9.
`Cc1oc(-c2ccccc2)nc1CC(=O)NCCN1CCOCC1` gave LDHA block -7.
Cc1cc(N2CCN(Cc3nc(C(C)C)no3)CC2)nc(C(C)C)n1 was read as LDHA block 0.
For COc1ccc(C(=O)Oc2ccc3c(=O)c(Oc4cccc(C)c4)coc3c2)cc1OC the results were LDHA block 2.
For O=C(Cn1ccc2ccc(Cl)cc21)NCC1CCC(C(=O)O)CC1 (stereo not drawn) the results were LDHA block 0.
For CCc1ccc(-c2[nH]c3c(c2-c2ccc(OC)cc2)c(=O)[nH]c(=O)n3C)cc1 the results were LDHA block -8.
For COc1ccc(OC)c(CN2C(=O)c3ccccc3C2c2nnnn2-c2c(C)cccc2C)c1 (stereo not drawn) the results were LDHA block 5.
For Cc1nc(Oc2ccc(F)cc2)c2c3c(sc2n1)CCCC3 the results were LDHA block 1.
Screening O=C(Nc1cc(F)ccc1F)c1ccccc1-c1ccccc1 returned LDHA block inconclusive.
Screening CC1CCc2c(sc3ncnc(SCC(=O)Nc4ccc5c(c4)OCCO5)c23)C1 (stereo not drawn) returned LDHA block 5.
For CCc1c(C)sc(NC(=O)c2ccncc2)c1C#N the results were LDHA block -2.
COc1ccc(C(=O)Nc2oc3ccc(Cl)cc3c(=O)c2-c2ccc3c(c2)OCO3)cc1 was read as LDHA block -5.
Screening O=C(Nc1ccc2nc(SCc3ccccc3)sc2c1)C1CCCCC1 returned LDHA block -9.
Cc1cc(C)nc(NC(=O)Nc2cccc(Cl)c2)n1 was read as LDHA block 2.
`Cc1ccc2[nH]c(=O)c3cc(C(=O)NCc4ccc(F)cc4Cl)sc3c2c1` gave LDHA block 1.

15 compounds from above, arranged by formula weight, smallest number first:
`Cc1ccccc1C(=O)NCCc1cccnc1` gave LDHA block -1.
For CCc1c(C)sc(NC(=O)c2ccncc2)c1C#N the results were LDHA block -2.
Cc1cc(C)nc(NC(=O)Nc2cccc(Cl)c2)n1 was read as LDHA block 2.
Screening O=C(COC(=O)c1cc2ccccc2oc1=O)c1ccccc1 returned LDHA block 9.
Screening O=C(Nc1cc(F)ccc1F)c1ccccc1-c1ccccc1 returned LDHA block inconclusive.
For Cc1nc(Oc2ccc(F)cc2)c2c3c(sc2n1)CCCC3 the results were LDHA block 1.
`Cc1oc(-c2ccccc2)nc1CC(=O)NCCN1CCOCC1` gave LDHA block -7.
For O=C(Cn1ccc2ccc(Cl)cc21)NCC1CCC(C(=O)O)CC1 (stereo not drawn) the results were LDHA block 0.
Screening c1coc(CCNc2ncnc3ccc(-c4ccc5c(c4)OCO5)cc23)c1 returned LDHA block 7.
`O=C(O)CC(NC(=O)c1ccccc1F)c1ccc(OC2CCCC2)cc1` (stereo not drawn) gave LDHA block -19.
For CCc1ccc(-c2[nH]c3c(c2-c2ccc(OC)cc2)c(=O)[nH]c(=O)n3C)cc1 the results were LDHA block -8.
COc1ccc(-c2nc(-c3cccs3)sc2-c2ccc(OC)cc2)cc1 was read as LDHA block 0.
Screening CC1CCc2c(sc3ncnc(SCC(=O)Nc4ccc5c(c4)OCCO5)c23)C1 (stereo not drawn) returned LDHA block 5.
For COc1ccc(C(=O)Oc2ccc3c(=O)c(Oc4cccc(C)c4)coc3c2)cc1OC the results were LDHA block 2.
For COc1ccc(OC)c(CN2C(=O)c3ccccc3C2c2nnnn2-c2c(C)cccc2C)c1 (stereo not drawn) the results were LDHA block 5.

Remaining list, next part:
NC(=O)C1CCCCN1C(=O)c1nn(-c2ccccc2)c(=O)c2ccccc12 (stereo not drawn) was read as LDHA block -2.
`CC(C)c1ccc(CCNC(=O)c2cccc3cccnc23)cc1` gave LDHA block -1.
Screening COc1cccc(Nc2nc(-c3ccc4c(c3)CC(C)N4S(C)(=O)=O)cs2)c1 (stereo not drawn) returned LDHA block -20.
Screening Cc1ccc(-c2ccc(/C=C/C(=O)c3ccc(Cl)cc3)o2)cc1Cl returned LDHA block 7.
CCCC(OC(=O)c1cc(C)nc2ccccc12)C(=O)Nc1cc(C)on1 (stereo not drawn) was read as LDHA block 17.
`Nc1nc2c(s1)C(c1ccccc1OCc1ccccc1Cl)CC(=O)N2` (stereo not drawn) gave LDHA block 82.
For O=S(=O)(NCc1cccs1)c1ccc2ccccc2c1 the results were LDHA block 5.
For C#CCN1CCC(C(=O)NCCN(C(C)C)C(C)C)CC1 the results were LDHA block 7.
`CCOc1ccccc1CNCc1ccco1` gave LDHA block 1.
`Cc1cccc(C(=O)NC(Nc2ccc(C)cc2C)C(Cl)(Cl)Cl)c1` (stereo not drawn) gave LDHA block -8.
O=C(c1cc(-c2ccc(F)cc2)nc2ccccc12)N1CCN(Cc2ccncc2)CC1 was read as LDHA block 0.
For O=C(Cc1ccc(Cl)c(Cl)c1)NCc1cccs1 the results were LDHA block 2.
Screening Cc1nc(-c2ccc3ccccc3c2)cs1 returned LDHA block 5.
O=C(c1cc2ccccc2[nH]1)N1CCC(C(=O)N2CCCCCC2)CC1 was read as LDHA block 9.
Screening CCCCc1ccc(NC(=O)C2CC3CCC2C3)cc1 (stereo not drawn) returned LDHA block -1.
For COCCCNC(=O)CCC(=O)NCCCOC the results were LDHA block 2.
Screening Cc1ccc2c(c1)Cc1cc3cccc(C)c3nc1-2 returned LDHA block -1.
For COc1ccc2c(c1)/C(=N/OC(=O)c1cc(SC)ccc1Cl)CCC2 the results were LDHA block 7.
For COc1cc(-c2cc(C(=O)O)c3ccccc3n2)ccc1O the results were LDHA block 15.
`CCCCNC(=O)c1ccc(NC(=O)CCc2ccccc2)cc1` gave LDHA block 5.
`CCOC(=O)Cc1csc(NC(=O)c2nc(C)n(-c3ccc(Cl)cc3)n2)n1` gave LDHA block 4.
`COc1ccc2[nH]cc(CCNC(=O)C3CCN(c4nc(Cl)nc5nc[nH]c45)CC3)c2c1` gave LDHA block -3.
O=c1[nH]c2cc3c(cc2c(=O)n1CCCc1nc(-c2ccc(C(F)(F)F)cc2)no1)OCO3 was read as LDHA block 4.
Cc1nn(CC(=O)Nc2ccccc2)c(C)c1S(=O)(=O)N1CCC(C)CC1 was read as LDHA block -15.
Screening CCOC(=O)[C@]12CCC=C1N(Cc1cccc3ccccc13)C(=O)[C@H](CC(=O)N1CCN(C(=O)C3CC3)CC1)C2 returned LDHA block -1.
`O=C1Nc2ccccc2-n2nnnc2C1N1CCN(C(=O)c2ccco2)CC1` (stereo not drawn) gave LDHA block -9.
Screening O=C(NCc1ccccn1)c1cc(F)cc(F)c1 returned LDHA block -3.
Screening Cc1ccccc1-c1nnn(Cc2cc(=O)n3ccsc3n2)n1 returned LDHA block -3.
For Cc1ccc(S(=O)(=O)n2c3ccccc3c3nc(C)sc32)cc1 the results were LDHA block 0.
For CCc1ccc(CNC(=O)c2nn(-c3ccc(CC)cc3)nc2CO)cc1 the results were LDHA block -1.
NC(=O)CSc1nnc(CNC(=O)c2ccc(Cl)cc2)n1-c1ccccc1 was read as LDHA block 3.
Screening NC(=O)c1ccccc1NC(=O)C(=O)c1c[nH]c2ccccc12 returned LDHA block -15.
CCN(C(=O)c1ccco1)c1nc(-c2ccc(C)cc2)cs1 was read as LDHA block 8.
For CCC(C)c1ccc(NC(=O)CCn2cnc3c2c(=O)n(C)c(=O)n3C)cc1 (stereo not drawn) the results were LDHA block 7.
O=C(/C=C/c1ccncc1)N1CCN(Cc2cccc(C(F)(F)F)c2)CC1 was read as LDHA block 3.
For CCOc1ccc(NC(=O)C(CC)CC)c2cccnc12 the results were LDHA block -10.
For O=S1(=O)CCN(Cc2ccccc2)c2c(F)nc(N3CCOCC3)c(F)c21 the results were LDHA block 82.
`CCc1cccc(Nc2nc(CSc3ccc(Cl)cc3)nc3sc4c(c23)CCC4)c1` gave LDHA block -6.
`O=S(=O)(NCCc1ccc(-n2cccn2)cc1)c1ccc(F)cc1` gave LDHA block 11.
COc1ccc(C(=O)COc2ccc(C#N)cc2OC)cc1Br was read as LDHA block 4.
O=C(CSc1n[nH]c(-c2cccc(Br)c2)n1)c1ccc(Cl)cc1 was read as LDHA block -4.
Screening O=C(COc1ccccc1)Nc1nn2cc(-c3ccccc3)nc2s1 returned LDHA block -6.
Screening CCOC(=O)c1ccc(NC(=O)CN2CCCN(Cc3ccc(OC)cc3)S2(=O)=O)cc1 returned LDHA block 14.
CCOC(=O)C1=C(C)NC2=C(C(=O)c3ccccc32)C1c1ccc(OCc2ccccc2)cc1 (stereo not drawn) was read as LDHA block -2.
Screening COc1ccc(CNC(=O)Nc2ccc(Br)c(C)c2)cn1 returned LDHA block 0.
`COc1ccc2cc(C(=O)N3CCN(c4ccc(F)cc4)CC3)c(C)nc2c1` gave LDHA block 8.
`CC(=O)N1C=Cc2ccccc2C1CC(=O)Nc1ccc(S(=O)(=O)N2CCCCCC2)cc1` (stereo not drawn) gave LDHA block 13.
Screening CN(Cc1c(F)cccc1Cl)C(=O)CCNC(=O)Nc1ccccc1 returned LDHA block 1.
CCOc1ccc(NC(=O)Cn2cnc3c2c(=O)n(C)c(=O)n3C)cc1 was read as LDHA block -2.
Screening CN(Cc1nc2ccccc2[nH]1)S(=O)(=O)c1ccc(Cl)cc1C(F)(F)F returned LDHA block -3.
Screening CCN(CC)c1nc2ccccc2nc1C(=O)Nc1cc(OC)cc(OC)c1 returned LDHA block 0.
Screening CSc1nc2c(c(=O)n(Cc3ccccc3)c(=O)n2C)n1Cc1ccccc1 returned LDHA block -9.
`CCCOc1c(Br)cc(C(=O)Oc2cc(C(=O)OC)cc(C(=O)OC)c2)cc1OC` gave LDHA block 13.
COC(=O)c1ccc(C)c(NS(=O)(=O)c2c(C)nn(C)c2C)c1 was read as LDHA block -17.
For COc1ccccc1Nc1nnc(-c2cc3cccc(OC)c3oc2=O)s1 the results were LDHA block -1.
For N#CCCCSc1ccc2c(c1)OCCCO2 the results were LDHA block -2.
`O=C(Nc1nc(-c2ccc(Cl)s2)cs1)C1CCN(C(=O)C2CC2)CC1` gave LDHA block 0.
For CCCCN(C)S(=O)(=O)NC1CCCN(c2ncccn2)C1 (stereo not drawn) the results were LDHA block 4.
Screening CCCCn1c(=O)[nH]c(=O)c2c1nc(COC(=O)c1ccc(C)cc1)n2CCC returned LDHA block 2.
For COC(=O)c1ccc(C2C(C#N)=C(N)OC3=C2C(=O)CC(C)(C)C3)cc1 (stereo not drawn) the results were LDHA block 5.

Reprinted at random: 2 compounds from above, in no set order.
Screening CCOC(=O)c1ccc(NC(=O)CN2CCCN(Cc3ccc(OC)cc3)S2(=O)=O)cc1 returned LDHA block 14.
For N#CCCCSc1ccc2c(c1)OCCCO2 the results were LDHA block -2.

Other structures.
CC(NCC(=O)NC1(C#N)CCCCCC1)c1ccc(Cl)cc1Cl (stereo not drawn) was read as LDHA block 0.
C/C(=N/Nc1ccc(S(N)(=O)=O)cc1[N+](=O)[O-])c1cccc(C(F)(F)F)c1 was read as LDHA block -3.
O=C1N(Cc2ccc(Cl)cc2)CCCN1c1cccc(C(=O)N2CCc3ccccc32)c1 was read as LDHA block 3.
`Cc1ccc2c(C)nc(NC3=NC(C(=O)Nc4ccc(Br)cc4)CC(=O)N3)nc2c1` (stereo not drawn) gave LDHA block -2.
COCCCNC(=O)c1cc(Cc2ccccc2)sc1N was read as LDHA block 1.
`O=C(NC1CC1)C1CCN(Cc2nc(-c3ccccc3)no2)CC1` gave LDHA block 6.
Screening COc1c(C)cccc1C(=O)Nc1ccc2oc(-c3ccncc3)nc2c1 returned LDHA block 14.
For Cc1ccc(C)c(NC(=O)c2ccc3c(c2)CCC3)c1 the results were LDHA block 4.
Screening C=CCOc1ccc(NC(=O)C2CC2)cc1 returned LDHA block 4.
Screening COc1cccc(CCNS(=O)(=O)c2cc(N3C(=O)C(C)(C)CS3(=O)=O)ccc2OC)c1 returned LDHA block 0.
CS(=O)(=O)N1CCCC(C(=O)NCc2ccc(OCC3CC3)nc2)C1 (stereo not drawn) was read as LDHA block 16.
Screening CCSc1nc(-c2ccccc2Cl)nc2c1Cc1c(CO)cnc(C)c1O2 returned LDHA block 5.
`COCCNc1oc(-c2ccc(S(=O)(=O)N3CCCC3)cc2)nc1C#N` gave LDHA block 2.
Cn1c(=O)c2c(nc(NCc3ccco3)n2Cc2ccc(Br)cc2)n(C)c1=O was read as LDHA block 8.
For O=C(NCc1cccnc1)c1ccc(/C=C/c2ccc3ccccc3n2)cc1 the results were LDHA block 9.
For CCOc1cc(CNCC(C)O)ccc1OCc1ccc(C)cc1 (stereo not drawn) the results were LDHA block -1.
Cc1ccc(C(=O)OCc2nnc(-c3ccc(Cl)cc3)o2)s1 was read as LDHA block 4.
For Cc1ccc(-c2ccc(/C=C(\C#N)c3ccccc3)o2)cc1 the results were LDHA block 9.
CCN(c1ccccc1)S(=O)(=O)c1ccc(C(=O)NC2CC(C)(C)NC(C)(C)C2)cc1 was read as LDHA block -12.
`CC(NC(=O)c1cc(C2CC2)nc2ccccc12)C1CC1` (stereo not drawn) gave LDHA block 0.
For N#Cc1c(NC(=O)CN2CCNC(=O)C2)sc2c1CCCCC2 the results were LDHA block -7.
For Cc1ccc(Cl)cc1Nc1nc(N)c(C(=O)c2ccccc2F)s1 the results were LDHA block 0.
Screening CCOC(=O)c1c(S(=O)(=O)N2CCCC(C(=O)Nc3ccc(F)c(F)c3)C2)c(C)n(C)c1C (stereo not drawn) returned LDHA block 9.
`C=CCC1(/C=C/C)CCCCN1` (stereo not drawn) gave LDHA block 6.
`COC(=O)c1c(C)[nH]c(-c2csc(NC3CC3)n2)c1C` gave LDHA block 37.
`Cc1ccc(-c2nc3n(n2)C(CC(=O)Nc2ccc(C(C)C)cc2)C(=O)N3)cc1` (stereo not drawn) gave LDHA block 1.
NC(=O)c1cccc(Oc2ccc([N+](=O)[O-])c3cnccc23)c1 was read as LDHA block 4.
Screening CC(C)COC(=O)c1ccc(NC(=O)C2=C(c3ccccc3)S(=O)(=O)CCO2)cc1 returned LDHA block 2.
